# RGS4 block – inhibitors of human RGS4; B-score at 10 µM; AID 463165; P49798; HEK293 M3R/RGS4 inducible, Fluo-4 calcium flux; stronger effect = higher value; triggered by carbachol at its EC20; 310,000 tested, 0.45% active;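 active = B-score, a plate-corrected calcium signal, over three deviations above library mean, with baseline fluorescence within five deviations of library mean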;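 also: RGS4 expression induced by doxycycline in cells with stable M3 receptor; B-score is computed from the integrated fluorescence ratio over baseline after carbachol; higher B-score means a larger calcium signal and so more RGS4 inhibition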
# Target sequence (P49798 whole entry, looked up): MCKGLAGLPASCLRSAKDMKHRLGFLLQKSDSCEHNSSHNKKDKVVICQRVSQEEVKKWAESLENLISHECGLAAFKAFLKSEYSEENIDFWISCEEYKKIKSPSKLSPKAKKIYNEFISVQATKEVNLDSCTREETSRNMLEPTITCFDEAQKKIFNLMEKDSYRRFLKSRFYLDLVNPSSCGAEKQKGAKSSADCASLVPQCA
# MrgX1 agonist – activates human MrgX1 receptor signaling. MrgX1-HEK293 cells, Fluo-4 calcium fluorescence, agonist mode; stronger effect = higher value. B-score at 10 µM. 310,000 tested, 0.44% active. AID 588627;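 active = calcium response B-score plate-corrected fluorescence ratio at least 3 library SD, with starting fluorescence B-score inside 5 SD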
# Target sequence (Q96LB2 whole entry, looked up): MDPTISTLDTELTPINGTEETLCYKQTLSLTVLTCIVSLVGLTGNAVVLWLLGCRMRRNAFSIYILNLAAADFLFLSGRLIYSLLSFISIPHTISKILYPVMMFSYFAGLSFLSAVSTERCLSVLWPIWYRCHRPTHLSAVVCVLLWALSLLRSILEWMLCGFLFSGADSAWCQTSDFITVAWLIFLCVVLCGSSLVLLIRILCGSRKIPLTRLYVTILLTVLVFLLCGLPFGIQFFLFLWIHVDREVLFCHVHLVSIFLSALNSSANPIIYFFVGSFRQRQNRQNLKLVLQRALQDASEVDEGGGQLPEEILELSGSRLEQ
#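 System – MrgX1-expressing HEK293 cells · Incubation – cells plated overnight, dye loaded 0.5 h 37 °C, 0.5 h room temperature · Technique – kinetic Fluo-4 NW fluorescence of intracellular calcium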
# TRPC6 activator – mouse TRPC6 channel activation. Q61143. B-score at 10 µM. HEK293-TRPC6 membrane potential dye fluorescence; stronger effect = higher value. 310,000 tested, 0.13% active;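 active = B-score of the integrated fluorescence ratio above library mean plus 3 SD, and starting fluorescence ratio within library mean plus 5 SD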;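 also: higher score means more depolarization so channel activation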
# TRPC6 inh – mouse TRPC6 channel inhibition. Q61143. HEK293-TRPC6, membrane potential dye, ACh-evoked depolarization; stronger effect = lower value. B-score at 10 µM. 310,000 tested, 1.1% active. AID 2553;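 active = B-score under library mean minus 3 SD, initial fluorescence not abnormally high, positive integrated signal ratio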;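 also: B-score derived from integrated fluorescence ratio over the kinetic read; more negative B-score means stronger inhibition of depolarization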
# MrgX1 allo act – allosterically activates human MrgX1 receptor signaling; Q96LB2; B-score at 10 µM; 310,000 tested, 0.63% active; MrgX1-HEK293, Fluo-4 calcium flux, FDSS; stronger effect = higher value;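 active = plate-corrected calcium response at least 3 library SD above typical, normal starting fluorescence, not activating the receptor alone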;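 also: compound read alongside a low EC10 to EC30 dose of BAM8-22 agonist; peak minus trough fluorescence over baseline measured at the second addition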
# RGS4 act – potentiators or activators of RGS4. B-score at 10 µM. HEK293 M3R/inducible RGS4, carbachol calcium flux Fluo4; stronger effect = lower value. 310,000 tested, 0.92% active;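 active = B-score of the integrated calcium signal more than 4 SD below the library mean, with starting fluorescence not abnormally high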;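 also: negative B-score means reduced calcium response which marks RGS4 activation or potentiation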
#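 System – HEK293 FlpIn-TREx cells, stable M3R, doxycycline-inducible RGS4 · Reagent – ECmax carbachol challenge · Times – compound preincubation 20 min at room temperature before agonist · Technique – Fluo4 fluorescence kinetic imaging of calcium · Measure – B score of integrated Fluo4 ratio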
# SKKanGAS inh – blocks kanamycin growth of S. pyogenes SKKanGAS strain; BacTiter-Glo, 6 h; inhibition, % at 7.5 µM; 300,000 tested, 1.3% active; AID 1662;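 active = mean replicate score, as percent of positive control median, at least 50; inconclusive = mean below 50 but one replicate at or above 50; inactive = mean and every replicate below 50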;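 also: strain carries kanamycin resistance gene driven by streptokinase promoter and grows in 40 µg/ml kanamycin; loss of luminescence reflects streptokinase promoter inhibition or plain growth inhibition; 0% = median of DMSO wells and 100% = positive control at its reference dose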
# TMEM16A inh – blocks the mouse calcium-activated chloride channel TMEM16A; HEK293 TMEM16A/YFP iodide influx fluorescence, ionomycin; normalized B-score (activity score, 25-100; higher = stronger inhibition) at 10 µM; 310,000 tested, 1.2% active; AID 588511;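 active = ratio plate-corrected score three or more library SD toward inhibition, starting fluorescence score within five deviations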;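 also: score derived from kinetic fluorescence span divided by baseline fluorescence per well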
# HDAC3 inhib – blocks human histone deacetylase 3; O15379; recombinant HDAC3, fluorogenic peptide/trypsin coupled, fluorescence; inhibition, % at 8.3 µM; 320,000 tested, 0.15% active; AID 2718; in the data active = inhibition above about 26%, passing the limit was not always enough; inconclusive = no clear call, values can overlap the other calls
# Target sequence (O15379 whole entry, looked up): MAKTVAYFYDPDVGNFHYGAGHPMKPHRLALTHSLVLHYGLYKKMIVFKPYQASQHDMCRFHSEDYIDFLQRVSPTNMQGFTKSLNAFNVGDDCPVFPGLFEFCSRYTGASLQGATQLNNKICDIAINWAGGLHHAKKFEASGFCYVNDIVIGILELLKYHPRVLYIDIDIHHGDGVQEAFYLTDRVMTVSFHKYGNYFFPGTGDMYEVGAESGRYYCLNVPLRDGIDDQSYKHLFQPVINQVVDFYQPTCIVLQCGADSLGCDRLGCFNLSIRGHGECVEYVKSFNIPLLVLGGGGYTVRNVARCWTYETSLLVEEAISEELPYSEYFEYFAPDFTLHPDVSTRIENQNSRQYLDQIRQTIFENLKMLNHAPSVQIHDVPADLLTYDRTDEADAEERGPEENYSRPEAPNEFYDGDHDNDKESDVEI
# TMEM16A act – activators or potentiators of mouse TMEM16A chloride channel | AID 623877 | HEK293 TMEM16A/YFP-H148Q/I152L, iodide quench fluorescence; stronger effect = lower value | 340,000 tested, 0.3% active | Q8BHY3 | B-score at 10 µM;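 active = fluorescence-ratio B-score plate-corrected deviation score at least 3 library SD below zero, with starting fluorescence score within 5 deviations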;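 also: channel opened by trigger with iodide after compound preincubation; score built on the fluorescence ratio of max minus min over baseline; more negative score means more quench and so TMEM16A activation or potentiation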
# MrgX1 antag – human MrgX1 receptor antagonism, primary screen; MRGX1-HEK293 calcium flux, Fluo-4, BAM8-22 antagonism; stronger effect = lower value; B-score at 10 µM; 310,000 tested, 1.3% active; AID 588676;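 active = calcium-response B-score plate-corrected more than 3 library SD below zero, starting fluorescence within 5 deviations, no agonist response on first addition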;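 also: peak minus trough fluorescence over baseline after final BAM8-22 challenge near maximal dose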
# The depositor's hits bear a star; i = inactive; ? = inconclusive; . = no result given. Hits appear at their usual frequency, and some 6.7% of all compounds hit somewhere here.
SMILES,RGS4 block,MrgX1 agonist,TRPC6 activator,TRPC6 inh,MrgX1 allo act,RGS4 act,SKKanGAS inh,TMEM16A inh,HDAC3 inhib,TMEM16A act,MrgX1 antag
Cc1ccc2[nH]c(=O)cc(C(=O)OCC(=O)c3ccc(F)cc3)c2c1,i,i,i,i,i,i,8,i,3,i,i
COC(=O)C1Cc2c([nH]c3ccccc23)CN1 (centres undefined),i,i,i,i,i,i,-8,i,-13,i,i
Cc1ccc(Cl)cc1NC(=O)CNCC(c1ccccc1)N(C)C (centres undefined),i,i,i,i,i,i,4,i,-6,i,i
COC(=O)c1ccc(C2=NOC(C)(c3sc(-c4ccc(Cl)cc4)nc3C)C2)cc1 (centres undefined),i,i,i,i,i,i,26,i,1,i,i
CCCN(CCC)Cc1c(C(=O)N/N=C/c2ccoc2)nnn1-c1nonc1N,i,i,i,i,i,i,0,i,-3,i,i
CC(C)C(NC(=O)COc1ccc2ccccc2c1)C(=O)N/N=C/C=C/c1ccccc1 (centres undefined),i,i,i,i,i,i,-2,i,2,i,i
CC(C)(C)NC(=O)C12CC3CC(CC(Cl)(C3)C1)C2,i,i,i,i,i,i,3,i,2,i,i
CCOc1ccc(Cc2nnc(SCC(=O)Nc3ccccc3)n(N)c2=O)cc1,i,i,i,i,i,i,1,i,1,i,i
Cc1ccccc1-c1nc(C#N)c(N2CCC(C)CC2)o1,i,i,i,i,i,i,20,i,1,i,i
Cc1cccc(C)c1OCc1cc(C(=O)N(C)Cc2cc(C3CC3)n[nH]2)no1,i,i,i,i,i,i,20,i,-4,i,i
COCC(C)NC(=O)c1noc2c1CCc1cc(OC)ccc1-2 (centres undefined),i,i,i,i,i,i,-6,i,7,i,i
O=C(CN1CCCC1)Nc1ccc2c(c1)CCC2,i,i,i,i,i,i,1,i,1,i,i
Cc1cccc(OCCCC(=O)Nc2ccc(S(=O)(=O)Nc3nccs3)cc2)c1C,i,i,i,i,i,i,-4,i,8,i,i
COc1ccc(S(=O)(=O)N2CCCOC2CNC(=O)C(=O)NCc2ccccn2)cc1 (centres undefined),i,i,i,i,i,i,-1,i,-2,i,i
CC(=O)c1ccc(NC(=O)CSc2nnc(Cn3cnc4ccccc43)o2)cc1,i,i,i,i,i,i,-3,i,5,i,i
CCOc1cc(/C=C2/NC(=O)N(CC(=O)Nc3cccc(C)c3)C2=O)ccc1OCC(N)=O,i,i,i,i,i,i,-4,i,10,i,i
COc1ccc(-c2cc(C(=O)O)[nH]n2)cc1OC,i,i,i,i,i,i,-2,i,-4,i,i
CCc1cccc(CC)c1NC(=O)CSc1nnc(C2CC2)n1C,i,i,i,i,i,i,-8,i,-7,i,i
Cn1ncc(Br)c1C(=O)N1CCc2ccccc21,i,i,i,i,i,i,2,i,0,i,i
Cc1cc(NS(=O)(=O)c2ccc(NC(=O)c3ccccc3C)cc2)no1,i,i,i,i,i,i,6,i,5,i,i
Cc1cc(NC(=O)CN2CCN(c3ccc(O)cc3)CC2)no1,i,i,i,i,i,i,-6,i,3,i,i
O=C(CSc1nnnn1-c1ccccc1)NCc1cccs1,i,i,i,i,i,i,0,i,3,i,i
C=CCN(c1ccc(C(=O)Nc2cccc([N+](=O)[O-])c2)cc1)S(C)(=O)=O,i,i,i,i,i,i,4,i,-2,i,i
Cc1nn(-c2nc(-c3ccco3)cc(C(F)(F)F)n2)c(C)c1Cl,i,i,i,i,i,i,0,i,-2,i,i
O=C(O)c1ccc(Cl)c(S(=O)(=O)NC(Cc2c[nH]c3ccccc23)C(=O)O)c1 (centres undefined),i,i,i,i,i,i,3,i,0,i,i
CCOc1ccc(N(C(=O)c2cnsn2)C(C(=O)NC2CCCCC2)c2ccncc2)cc1 (centres undefined),i,i,i,i,i,i,0,i,0,i,i
COc1ccc(N2CC(C(=O)N[C@@H](C)C(=O)NC3CCCCC3)CC2=O)cc1 (some centres undefined),i,i,i,i,i,i,0,i,-12,i,i
CCc1ccccc1NC(=O)C(C#N)Cc1cccnc1 (centres undefined),i,i,i,i,i,i,-6,i,4,i,i
CCOC(=O)c1cnc2nc[nH]n2c1=O,i,i,i,i,i,i,2,i,-5,i,i
CC(C)(C)CN1C(N)=NC[C@@H]1Cc1ccccc1,i,i,i,i,i,i,0,i,-10,i,i
Cc1ccc(OCC(=O)OCc2nc3scc(-c4ccccc4)c3c(=O)[nH]2)cc1C,i,i,i,i,i,i,-13,i,?,i,i
CCOC(=O)CC(=O)CSc1[nH]c(=O)cc(C)c1C#N,i,i,i,i,i,i,1,i,0,i,i
Cc1ccc(NC(=O)CSc2nc(=O)cc(N)n2CCc2ccccc2)cc1,i,i,i,i,i,i,8,i,3,i,i
Cc1ccc2[nH]c(=O)c(CN(CCCO)S(=O)(=O)c3cccc4nsnc34)cc2c1,i,i,i,i,i,i,-7,i,8,i,i
CCOC(=O)c1ccccc1NC(=O)c1ccccc1SC,i,i,i,i,i,i,-3,i,-5,i,i
CC(=O)c1cccc(N2C(=O)C3C(C(=O)Nc4cc(C)on4)C4(C)C=CC3(O4)C2C(=O)NC(C)(C)C)c1 (centres undefined),i,i,i,i,i,i,4,i,2,i,i
CCCCc1ccc(NC(=S)N2CCN(C(=O)OCC)CC2)cc1,i,i,i,i,i,i,-1,i,1,i,i
CCCCn1nnnc1NCc1cc(Cl)c(OC)c(OC)c1,i,i,i,i,i,i,-13,i,9,i,i
O=c1[nH]c2ccc(S(=O)(=O)N3CCN(C4CCCCC4)CC3)cc2[nH]c1=O,i,i,i,i,i,i,0,i,-15,i,i
Cc1ccc(C(C)(O)CS(=O)(=O)Cc2ccccc2)cc1 (centres undefined),i,i,i,i,i,i,5,i,5,i,i
Cc1ccc(C(=O)NCC(=O)NCCSc2ccc(Br)cc2)cc1,i,i,i,i,i,i,-17,i,1,i,i
COc1cccc2[nH]c3c(N4CCCC(C)C4)ncnc3c12 (centres undefined),i,i,i,i,i,i,11,i,3,i,i
CC1CCCN(c2ccc(C(=O)NCCc3ccccc3)cn2)C1 (centres undefined),i,i,i,i,i,i,-7,i,-6,i,i
Cc1ccsc1-c1n[nH]c(=S)n1CC(C)C,i,i,i,i,i,i,-2,i,0,i,i
O=C(CSCc1ccco1)c1cccs1,i,i,i,i,i,i,1,i,92*,i,i
CCCNc1nc(N2CCOCC2)nc(N2CCOCC2)n1,i,i,i,i,i,i,0,i,0,i,i
O=C(CCc1ccc(S(=O)(=O)N2CCOCC2)cc1)N/N=C/c1ccc(O)c(O)c1O,i,i,i,i,i,i,0,i,?,i,i
CCOCCCNC(=O)CSc1nnc(-c2ccc(S(=O)(=O)N3CCCC3)cc2)n1C,i,i,i,i,i,i,-6,i,-10,i,i
Cc1c(C(=O)N2CCCCC2)c(S(=O)(=O)N2CCN(c3ccc(Cl)cc3)CC2)c(C)n1C,i,i,i,i,i,i,3,i,2,i,i
Cc1cc(=O)oc2c3c(cc(OCC(=O)NCC(=O)O)c12)OC(C)(C)CC3,i,i,i,i,i,i,-2,i,-127,i,i
C[C@@H](NC(=O)[C@@H]1Cc2ccccc2CN1)C(=O)NC1CCCCC1,i,i,i,i,i,i,-1,i,9,i,i
O=C(NCC1CCCO1)c1cccs1 (centres undefined),i,i,i,i,i,i,0,i,6,i,i
O=C1OC(N2C(=O)CC[C@H]2C(=O)Nc2ccc(F)c(F)c2)c2ccccc21 (some centres undefined),i,i,i,i,i,i,7,i,3,i,i
Cc1cc(C)n(CC(=O)N/N=C/c2ccc([N+](=O)[O-])s2)n1,i,i,i,i,i,i,2,i,4,i,i
C=CCN1N=C(c2ccc(Cl)s2)CSC1=O,i,i,i,i,i,i,-6,i,2,i,i
CC(C)CN(C(=O)CN1CCCCCC1)c1c(N)n(CC(C)C)c(=O)[nH]c1=O,i,i,i,i,i,i,-5,i,-2,i,i
COc1ccc(S(=O)(=O)N2CCCCCC2)cc1NC(=O)Cc1cc(OC)c(OC)c(OC)c1,i,i,i,i,i,i,2,i,1,i,i
CC1(CCc2ccccc2)NC(=O)N(Cc2cc([N+](=O)[O-])cc3c2OCOC3)C1=O (centres undefined),i,i,i,i,i,i,-6,i,-1,i,i
O=C(CNC(=O)c1ccc(Br)o1)NCc1ccc(F)cc1,i,i,i,i,i,i,1,i,-5,i,i
O=C(O)c1ccccc1-c1ccccc1C(=O)NCc1cccnc1,i,i,i,i,i,i,.,i,-1,i,i

# New compounds follow
SMILES,RGS4 block,MrgX1 agonist,TRPC6 activator,TRPC6 inh,MrgX1 allo act,RGS4 act,SKKanGAS inh,TMEM16A inh,HDAC3 inhib,TMEM16A act,MrgX1 antag
CC(C)(C)c1cc(C(=O)N/N=C/c2cc3c(cc2Br)OCO3)n[nH]1,i,i,i,i,i,i,-22,i,3,i,i
COc1cccc(OC)c1C(=O)NC(=O)Oc1c(F)cccc1F,i,i,i,i,i,i,4,i,-8,i,i
CCN(CC)C(=S)SCC(=O)Nc1cccc(C(F)(F)F)c1,i,i,i,i,i,i,2,i,11,i,i
O=C(NC1CCN(C(=O)Nc2ccc(F)cc2)CC1)c1cccc(F)c1,i,i,i,i,i,i,-4,i,2,i,i
O=C(O)C1CC(c2ccccc2F)=NO1 (centres undefined),i,i,i,i,i,i,3,i,4,i,i
COc1cc(NC(=O)CCCC(=O)OCC(F)(F)C(F)F)nc(OC)n1,i,i,i,i,i,i,-4,i,1,i,i
CC(C)c1ccc(N(C(=O)c2csnn2)C(C(=O)NC2CCCC2)c2cccnc2)cc1 (centres undefined),i,33*,i,i,i,i,8,i,5,i,i
COc1cccc(CN(C)C(=O)COc2ccc(C(=O)c3ccc(Cl)cc3)cc2)c1OC,i,i,i,i,i,i,-1,100*,3,i,i
COc1ccc(CC(=O)Nc2cccc(-c3ccc4nnc(C)n4n3)c2)cc1,i,i,i,i,i,i,4,i,?,i,i
CCCCC1CCC(C(=O)Nc2ccccc2)CC1 (centres undefined),i,i,i,i,i,i,-9,i,-6,i,i

# Screening data deposited in PubChem BioAssay by several laboratories.
